PPARg SRC3 recr: promotes SRC-3 coactivator recruitment by human PPARgamma; biochemical PPARgamma/SRC-3 coactivator recruitment assay; AID 731; 200,000 compounds, 0.26% hits; P37231; activation, % at 8 µM; in the data active means activation above about 23%;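 further: 0% = DMSO and 100% = reference agonist; some compounds past the cut are filed as inactive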
G6PDH counter: L. mesenteroides G6PDH inhibition counter-screen; 200,000 compounds, 0.12% hits; inhibition, % at 5 µM; Purified L. mesenteroides G6PDH, diaphorase/resazurin coupled fluorescence, 45 min; in the data active means inhibition above about 50%
S1P3 antag: blocks the human S1P3 receptor. AID 485. CHO S1P3 NFAT-BLA reporter, FRET fluorescence, antagonist mode. Q99500. inhibition, % at 4.98 µM. 170,000 compounds, 0.27% hits;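 active means inhibition above the plate cutoff, the mean inhibition of test wells on that plate plus 3 SD, cut at about 28% in these data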;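 further: cells challenged with S1P at its EC80 of 0.8 µM; blue over green emission ratio from cleaved BLA substrate after 4 h stimulation; 0% = S1P-stimulated wells and 100% = unstimulated DMSO-only wells; some compounds past the cut are filed as inactive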
Target sequence (Q99500 whole entry, looked up): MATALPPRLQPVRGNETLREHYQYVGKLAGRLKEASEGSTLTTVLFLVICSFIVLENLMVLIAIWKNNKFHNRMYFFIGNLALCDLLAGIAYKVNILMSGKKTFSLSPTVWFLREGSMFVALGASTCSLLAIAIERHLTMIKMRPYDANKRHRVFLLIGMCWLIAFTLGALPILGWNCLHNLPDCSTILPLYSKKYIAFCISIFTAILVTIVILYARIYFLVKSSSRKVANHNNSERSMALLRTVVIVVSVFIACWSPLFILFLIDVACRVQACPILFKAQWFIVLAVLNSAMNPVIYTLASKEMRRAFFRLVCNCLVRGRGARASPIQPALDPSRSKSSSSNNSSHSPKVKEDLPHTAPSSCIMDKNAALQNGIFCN
PMI act satM6P: PMI (human) activation, high substrate; activation factor at 20 µM; AID 1216; P34949; coupled PMI enzyme assay, resazurin fluorescence, 20 min; stronger effect = higher value; 1 = untreated enzyme, 0 = substrate-free blank; 190,000 compounds, 0.34% hits;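 active means activation factor of 2 or more at 20 µM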
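Test system: human phosphomannose isomerase with PGI, G6PDH, diaphorase coupling enzymes; amount: 15 ng/mL PMI; incubation: enzyme reaction with compound 20 min at room temperature; technique: resorufin fluorescence (Ex 544/Em 590 nm) from resazurin via diaphorase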
ROMK primary: modulates human ROMK potassium channel activity | Tet-inducible ROMK, thallium flux fluorescence; actives lie on both sides | B-score at 10 µM | 130,000 compounds, 2% hits | AID 1918;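 active means signal ratio slope over the read window, or its plate-corrected B-score, at least 3 SD from the plate mean, either direction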;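 further: B-score of the F/F0 ratio slope over 7 to 12 s after thallium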
PMI act: activators of human phosphomannose isomerase; purified human PMI, coupled resazurin fluorescence, 20 min; stronger effect = higher value; 1 = vehicle control, 0 substrate-free wells; 190,000 compounds, 0.005% hits; P34949; activation factor at 20 µM;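 active means activation factor of 2 or more at 20 µM, relative to plate controls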
PPARg SRC2 recr: PPARgamma-driven SRC-2 recruitment agonism. P37231. AID 1032. activation, % at 8 µM. PPARgamma LBD-SRC-2 recruitment, biochemical. 200,000 compounds, 0.34% hits; in the data active means activation above about 22%;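 further: 0% = vehicle and 100% = reference agonist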
Diaphorase act: activates diaphorase or chemically reduces, flagging diaphorase assay artifacts | Diaphorase/resazurin coupled assay, resorufin fluorescence, 16 min; stronger effect = higher value; 1 = vehicle wells, 0 = NADH-free wells | activation factor at 20 µM | 190,000 compounds, 0.005% hits;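 active means diaphorase activity raised at least twofold by the compound at 20 µM; inactive means activation factor below 2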
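Material: purified diaphorase enzyme from Clostridium kluyveri; Also added: 0.114 mM NADH and 0.1 mM resazurin, final amounts; Doses: single compound dose of 20 µM, 1% DMSO final; Times: 16 min enzyme reaction, ambient temperature; Detection: resorufin fluorescence, excitation 544 nm, emission 590 nm; Measure: increased resorufin signal from activators or reducing compounds.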
TR-FRET SRC-2 ct: flags TR-FRET format artefacts in PPARgamma SRC-2 recruitment agonist screen | TR-FRET artefact counter-screen; stronger effect = higher value | AID 1049 | 200,000 compounds, 0.4% hits | TR-FRET ratio at 8 µM; in the data active means TR-FRET ratio above about 2000; further: inactives centre near 1500
PPARg SRC-1 ag: agonists of human PPARgamma SRC-1 coactivator recruitment. P37231. PPARgamma-SRC-1 coactivator recruitment biochemical assay. activation, % at 8 µM. 200,000 compounds, 0.41% hits. AID 631; in the data active means activation above about 19%;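 further: 0% = DMSO and 100% = reference agonist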
Diaph inh CS: counter-screen for diaphorase-based assays: diaphorase inhibitors and chemical oxidizers; diaphorase resazurin-to-resorufin fluorescence, NADH, 16 min; bacterial (C. kluyveri) enzyme, not human; inhibition, % at 20 µM; 190,000 compounds, 0.69% hits; AID 1217;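 active means primary screen inhibition at 20 µM above a set limit, cut at about 50% in these data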;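 further: plate controls were DMSO with full reaction for no effect and wells lacking NADH for full effect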
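Test system: diaphorase enzyme from Clostridium kluyveri; amount: diaphorase at 0.14 U/mL in enzyme working solution; detection: fluorescence of resorufin formed from resazurin, Ex 544/Em 590 nm; times: reaction incubation of 16 min at room temperature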
An asterisk follows results filed as active; / = no result given; & = joins results of further samples. An excerpt (hit frequency here may not be typical).

SMILES | PPARg SRC3 recr | G6PDH counter | S1P3 antag | PMI act satM6P | ROMK primary | PMI act | PPARg SRC2 recr | Diaphorase act | TR-FRET SRC-2 ct | PPARg SRC-1 ag | Diaph inh CS
CCCCOc1ccc(CC(=O)NO)cc1 | 1 | 18 | 2 | 1.2 | / | 1.1 | 5 | 1.1 | 1491 | 7 | -6
C/C=C(/C)C(=O)OC1c2c(ccc3ccc(=O)oc23)OC(C)(C)C1OC(=O)/C(C)=C\C (stereo not drawn) | 3 | 22 | 6 | 0.8 | / | 0.8 | 8 | 0.6 | 1703 | 9 | 37
CN(C)CCOc1ccccc1Cc1ccccc1 | -2 | 9 | -6 | 1.2 | / | 1.1 | 4 | 0.8 | 1435 | 8 | 15
CNc1c2c(nn1C)CCCC2 | 1 | 8 | / | 0.7 | / | 0.9 | -11 | 0.8 | 1515 | -1 | 15
C[C@@H]1C[C@H]2[C@@H]3C[C@H](F)C4=CC(=O)C=C[C@]4(C)[C@@]3(F)[C@@H](O)C[C@]2(C)[C@@]1(O)C(=O)COC(=O)C(C)(C)C | -1 | 14 | -6 | 1 | / | 1 | 1 | 0.9 | 1480 | 3 | 8
COc1ccc2ccc(=O)oc2c1 | 2 | 6 | -7 | 1 | 0.2 | 1.1 | 16 | 0.9 | 1606 | 6 | 7
Cc1cccc(C)c1NC(=O)C1CCCCN1C (stereo not drawn) | 1 | 14 | -4 | 1.3 | / | 1.3 | 14 | 1 | 1525 | 10 | -4
COc1ccc2nc(NC(=O)Nc3ccccc3)sc2c1 | -1 | 7 | 13 | 0.8 | / | 0.9 | 5 | 0.8 | 1548 | 0 | 19
CCCCC1C(=O)N(c2ccccc2)N(c2ccccc2)C1=O | / | 27 | -1 | 0.9 | -0.83 | 0.9 | / | 0.9 | / | / | 7
O=c1cc(-c2ccc(O)cc2)oc2cc(O[C@@H]3O[C@H](CO)[C@@H](O)[C@H](O)[C@H]3O[C@@H]3OC[C@](O)(CO)[C@H]3O)cc(O)c12 | 0 | 20 | 0 | 1 | -0.75 | 1.1 | -11 | 1.1 | 1367 | 0 | -11
C=C1c2cccc(O)c2C(O)=C2C(=O)[C@]3(O)C(O)=C(C(N)=O)C(=O)[C@@H](N(C)C)[C@@H]3[C@@H](O)[C@H]12 | -2 | 42 | -9 | 0.6 | / | 1.1 | -9 | 0.9 | 1462 | -2 | 9
COc1ccccc1OCCNCC(O)COc1cccc2[nH]c3ccccc3c12 (stereo not drawn) | -1&1 | 3 | -1&-13 | 1 | / | 1 | 7&-10 | 1 | 1693&1457 | 2&0 | -3
NC(N)=NC(=O)Cc1c(Cl)cccc1Cl | 0 | 0 | -10 | 1.2 | / | 1.2 | -2 | 1.1 | 1436 | 2 | -15
Cc1cccc2c1NC(=O)/C2=C\C(=O)c1cccs1 | 5 | 0 | / | 1 | -0.88 | 1 | 9 | 0.9 | 1776 | 13 | 14

2 compounds from above with just Diaph inh CS and S1P3 antag:
SMILES	Diaph inh CS	S1P3 antag
CCCCC1C(=O)N(c2ccccc2)N(c2ccccc2)C1=O	7	-1
O=c1cc(-c2ccc(O)cc2)oc2cc(O[C@@H]3O[C@H](CO)[C@@H](O)[C@H](O)[C@H]3O[C@@H]3OC[C@](O)(CO)[C@H]3O)cc(O)c12	-11	0

Whole records, looked up by structure.
NC(N)=NC(=O)Cc1c(Cl)cccc1Cl is listed as PPARg SRC3 recr = 0; G6PDH counter = 0; S1P3 antag = -10; PMI act satM6P = 1.2; ROMK primary = /; PMI act = 1.2; PPARg SRC2 recr = -2; Diaphorase act = 1.1; TR-FRET SRC-2 ct = 1436; PPARg SRC-1 ag = 2; Diaph inh CS = -15
COc1ccc2nc(NC(=O)Nc3ccccc3)sc2c1 is listed as PPARg SRC3 recr = -1; G6PDH counter = 7; S1P3 antag = 13; PMI act satM6P = 0.8; ROMK primary = /; PMI act = 0.9; PPARg SRC2 recr = 5; Diaphorase act = 0.8; TR-FRET SRC-2 ct = 1548; PPARg SRC-1 ag = 0; Diaph inh CS = 19
COc1ccccc1OCCNCC(O)COc1cccc2[nH]c3ccccc3c12 (stereo not drawn) is listed as PPARg SRC3 recr = -1&1; G6PDH counter = 3; S1P3 antag = -1&-13; PMI act satM6P = 1; ROMK primary = /; PMI act = 1; PPARg SRC2 recr = 7&-10; Diaphorase act = 1; TR-FRET SRC-2 ct = 1693&1457; PPARg SRC-1 ag = 2&0; Diaph inh CS = -3
